Screens as filed in PubChem BioAssay.
EBI2 antag = EBI2 receptor antagonists, beta-arrestin recruitment, primary screen, cell-based, luminescence, 7a,25-OHC stimulation, uHTS; G-protein coupled receptor 183 (Homo sapiens), P32249; 7a,25-OHC stimulated; inhibition, % at 5 µM; 360,000 compounds, 0.81% hits; AID 651636, 2012; in the data active means inhibition above about 38%;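 further: enzyme fragment complementation signal reports receptor beta-arrestin coupling in cells; 0% = agonist plus DMSO wells and 100% = wells without agonist; some results beyond the cut were filed as inactive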
Target sequence (P32249 whole entry, looked up, the tested form may be a part): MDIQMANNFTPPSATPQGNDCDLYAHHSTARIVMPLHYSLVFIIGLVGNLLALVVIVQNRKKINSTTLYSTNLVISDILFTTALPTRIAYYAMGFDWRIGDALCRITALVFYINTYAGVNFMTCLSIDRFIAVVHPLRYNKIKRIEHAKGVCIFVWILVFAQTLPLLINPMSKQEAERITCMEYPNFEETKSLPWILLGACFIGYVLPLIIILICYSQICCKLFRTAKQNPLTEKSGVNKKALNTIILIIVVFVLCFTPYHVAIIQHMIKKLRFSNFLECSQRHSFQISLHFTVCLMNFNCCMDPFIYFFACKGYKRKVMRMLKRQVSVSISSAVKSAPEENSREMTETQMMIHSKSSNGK
Gli-Sufu block = Gli-Sufu pathway antagonists, primary screen, luciferase luminescence, Sufu-KO-LIGHT cells, uHTS | inhibition, % at 5 µM | 340,000 compounds, 0.74% hits | AID 588413, 2011 | Sufu-KO-LIGHT fibroblasts, Gli luciferase reporter luminescence;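 active means inhibition above about 55%, limit read from the data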;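 further: 0% = DMSO-treated cells and 100% = wells with medium but no cells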
CXCR6 block = CXCR6 receptor inhibitors, primary screen, cell-based, beta-arrestin, luminescence, CHO-K1 PathHunter, 1536-well. C-X-C chemokine receptor type 6 (Homo sapiens), O00574. inhibition, % at 20 µM. 360,000 compounds, 0.36% hits. AID 602244, 2012; in the data active means inhibition above about 34%, passing the limit was not always enough;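 further: antagonist mode with CXCL16 agonist at 10 nM final; 0% = 10 nM CXCL16 with DMSO and 100% = unstimulated wells without agonist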
APJ antagonist = antagonists of human apelin receptor APJ, primary screen, CHO-K1 cells, beta-arrestin complementation, luminescence; 330,000 compounds, 0.32% hits; P35414; inhibition, % at 20 µM;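 active means inhibition above about 40% at 20 µM, limit read from the data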;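 further: cells challenged with 10 nM apelin-13 agonist together with compound; plate controls were apelin-13 plus DMSO wells for no effect and DMSO wells lacking apelin-13 for full effect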
Jurkat NFkB inh = inhibitors of induced NF-kB luciferase reporter, primary screen, TCR NF-kB activation inhibitor project, cell-based, luminescence, uHTS | Jurkat, PMA/ionomycin-induced NF-kB luciferase reporter | inhibition, % at 4 µM | 330,000 compounds, 0.53% hits | AID 435003, 2010; in the data active means inhibition above about 50%
697 NFkB inh = inhibitors of PMA/ionomycin-induced NF-kB reporter, 697 cells, primary screen, B-cell NF-kB inhibitor project, cell-based, luminescence, uHTS; 697 B-cell NF-kB luciferase reporter, 16 h; inhibition, % at 4 µM; 330,000 compounds, 0.33% hits; in the data active means inhibition above about 35%
CCR6 antagonist = CCR6 receptor antagonists, primary screen, cell-based, CHO-K1, luminescence, beta-arrestin, uHTS; C-C chemokine receptor type 6 (Homo sapiens), P51684; CHO-K1 CCR6 PathHunter beta-arrestin, CCL20-stimulated; inhibition, % at 20 µM; 340,000 compounds, 0.49% hits;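 active means compounds whose inhibition of the agonist-driven luminescence signal at 20 µM reaches about 50%, limit read from the data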;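 further: cells stimulated with CCL20 at 14 nM final; plate controls were DMSO with CCL20 for no effect and DMSO without agonist for full effect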
Target sequence (P51684 whole entry, looked up): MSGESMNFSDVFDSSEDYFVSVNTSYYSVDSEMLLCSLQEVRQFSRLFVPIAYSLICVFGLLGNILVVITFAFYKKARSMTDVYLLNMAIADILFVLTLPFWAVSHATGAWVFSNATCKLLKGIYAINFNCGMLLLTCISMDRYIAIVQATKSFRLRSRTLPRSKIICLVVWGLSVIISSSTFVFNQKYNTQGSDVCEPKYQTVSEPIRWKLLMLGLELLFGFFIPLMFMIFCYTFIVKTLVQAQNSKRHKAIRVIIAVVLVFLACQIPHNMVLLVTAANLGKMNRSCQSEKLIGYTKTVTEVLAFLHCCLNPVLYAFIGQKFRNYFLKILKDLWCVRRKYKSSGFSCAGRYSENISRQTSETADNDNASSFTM
UBC13 polyUb = UBC13 polyubiquitin chain formation inhibitors, primary screen, biochemical, TR-FRET, uHTS | Ubiquitin-conjugating enzyme E2 N (Homo sapiens), P61088 | inhibition, % at 20 µM | 330,000 compounds, 0.47% hits | AID 485273, 2010; in the data active means inhibition above about 45%, passing the limit was not always enough
Target sequence (P61088 whole entry, looked up): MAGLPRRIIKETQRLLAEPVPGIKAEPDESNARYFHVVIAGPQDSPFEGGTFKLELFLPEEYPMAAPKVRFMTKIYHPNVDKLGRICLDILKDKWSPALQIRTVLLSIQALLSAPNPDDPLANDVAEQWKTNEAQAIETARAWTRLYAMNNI
Active calls of the source: *.

For O=C(CSC1CC(=O)N(CCc2ccccc2)C1=O)Nc1cccc(Cl)c1 (centres undefined) the results were EBI2 antag 27, Gli-Sufu block -4, CXCR6 block 0, APJ antagonist 9, Jurkat NFkB inh -3, 697 NFkB inh 14, CCR6 antagonist 12 and UBC13 polyUb 7.
For COC(=O)c1cc(NC(=O)c2ccccc2)c(=O)oc1C the results were EBI2 antag 2, Gli-Sufu block -2, CXCR6 block 7, APJ antagonist -5, Jurkat NFkB inh -2, 697 NFkB inh 7, CCR6 antagonist 17 and UBC13 polyUb -6.
For CCC1(c2ccc(Cl)cc2)NC(=O)N(CC(=O)NCc2ccc(F)cc2)C1=O (centres undefined) the results were EBI2 antag 8, Gli-Sufu block 9, CXCR6 block -4, APJ antagonist 4, Jurkat NFkB inh 5, 697 NFkB inh 14, CCR6 antagonist 6 and UBC13 polyUb 10.
`O=C(c1ccc(Br)o1)N1CCC(Cc2ccccc2)CC1` gave EBI2 antag 2, Gli-Sufu block -2, CXCR6 block 2, APJ antagonist -7, Jurkat NFkB inh 2, 697 NFkB inh 1, CCR6 antagonist 17 and UBC13 polyUb 4.
`Cc1ccc(-c2nc(C)sc2CC(=O)NCc2ccco2)cc1` gave EBI2 antag -2, Gli-Sufu block 16, CXCR6 block 4 and CCR6 antagonist -2.
For CN(CC(=O)Nc1ccc(F)cc1)C(=O)COC(=O)CNC(=O)c1sc2ccccc2c1Cl the results were EBI2 antag 4, Gli-Sufu block -11, CXCR6 block -4, APJ antagonist 19, Jurkat NFkB inh 10, 697 NFkB inh 10, CCR6 antagonist 4 and UBC13 polyUb 3.
For CSc1nnc(-c2sc3cc(C(F)(F)F)cnc3c2-c2ccccn2)n1C the results were EBI2 antag -5, Gli-Sufu block 0, CXCR6 block 5, APJ antagonist -1, Jurkat NFkB inh 14, 697 NFkB inh 0, CCR6 antagonist -6 and UBC13 polyUb 13.
For Cc1c(CCC(=O)O)c(=O)oc2cc3occ(-c4ccc(Cl)cc4)c3cc12 the results were EBI2 antag -17, Gli-Sufu block 29, CXCR6 block -9, APJ antagonist 1, Jurkat NFkB inh 7, 697 NFkB inh 7, CCR6 antagonist 5 and UBC13 polyUb 0.
Screening Cc1sc2ncnc(N3CCC(C(=O)Nc4ccc(F)cc4Cl)CC3)c2c1C returned EBI2 antag 7, Gli-Sufu block 4, CXCR6 block -17, APJ antagonist -12, Jurkat NFkB inh 13, 697 NFkB inh 13, CCR6 antagonist -7 and UBC13 polyUb 18.
For CCNCCC(=O)N1c2ccccc2Sc2ccc(NC(=O)OCC)cc21 the results were EBI2 antag 8, Gli-Sufu block 26, CXCR6 block -5, APJ antagonist 13, Jurkat NFkB inh -17, 697 NFkB inh -29, CCR6 antagonist 7 and UBC13 polyUb 10.
`C#CCSc1nc(-c2cccs2)ccc1C#N` gave EBI2 antag 9, Gli-Sufu block -16, CXCR6 block -4, APJ antagonist -21, Jurkat NFkB inh 21, 697 NFkB inh 23, CCR6 antagonist 12 and UBC13 polyUb 19.
O=C(NCCN1CCOCC1)c1cc(S(=O)(=O)NCCCN2CCCC2=O)ccc1Cl was read as EBI2 antag -10, Gli-Sufu block -4, CXCR6 block 1, APJ antagonist 13, Jurkat NFkB inh 3, 697 NFkB inh 0, CCR6 antagonist -10 and UBC13 polyUb 9.
For COc1cc(/C=C/C(=O)OCC(=O)N2CCCc3ccccc32)ccc1OCC#N the results were EBI2 antag -11, Gli-Sufu block -3, CXCR6 block 8, APJ antagonist 1, Jurkat NFkB inh -15, 697 NFkB inh 2, CCR6 antagonist 3 and UBC13 polyUb 5.
For O=[N+]([O-])c1cc(/C=N/O)ccc1N1CCCC1 the results were EBI2 antag -1, Gli-Sufu block -7, CXCR6 block 4, APJ antagonist 16, Jurkat NFkB inh -18, 697 NFkB inh -16, CCR6 antagonist 24 and UBC13 polyUb -72.
CCC(C)C(NC(=O)C1CCC(C)CC1)C(=O)NCc1ccccn1 (centres undefined) was read as EBI2 antag 9, Gli-Sufu block 5, CXCR6 block 1, APJ antagonist -9, Jurkat NFkB inh 7, 697 NFkB inh 6, CCR6 antagonist -1 and UBC13 polyUb 2.
Screening O=C(O)C(Cc1ccccc1)N1C(=O)c2c(Cl)c(Cl)c(Cl)c(Cl)c2C1=O (centres undefined) returned EBI2 antag -3, Gli-Sufu block 2, CXCR6 block -2, APJ antagonist 18, Jurkat NFkB inh 6, 697 NFkB inh 16, CCR6 antagonist -1 and UBC13 polyUb -15.
CC(C)NC(=O)C(c1ccc(F)cc1)N(Cc1ccco1)C(=O)CCC(=O)Nc1ccccn1 (centres undefined) was read as EBI2 antag 15, Gli-Sufu block -7, CXCR6 block 0, APJ antagonist -1, Jurkat NFkB inh -3, 697 NFkB inh 7, CCR6 antagonist 12 and UBC13 polyUb 2.
`O=C(OCC(=O)N1CCCC1)c1cncc(Br)c1` gave EBI2 antag -3, Gli-Sufu block -13, CXCR6 block 8, APJ antagonist 7, Jurkat NFkB inh -4, 697 NFkB inh -1, CCR6 antagonist -4 and UBC13 polyUb -4.
Screening COc1ccc2nc(CNC(=O)C3CCC(=O)N(CCc4ccccc4)C3)[nH]c2c1 (centres undefined) returned EBI2 antag -13, Gli-Sufu block 1, CXCR6 block 4, APJ antagonist -37, Jurkat NFkB inh -5, 697 NFkB inh 6, CCR6 antagonist 3 and UBC13 polyUb -7.
Cc1cc(O)c(NC(=O)c2ccc(C)c([N+](=O)[O-])c2)cc1C was read as EBI2 antag 0, Gli-Sufu block -20, CXCR6 block 3, APJ antagonist -20, Jurkat NFkB inh -88, 697 NFkB inh -59, CCR6 antagonist 6 and UBC13 polyUb -2.
For CCOC(=O)N1CCC(NC(=O)CN2C(=O)C(CC)Oc3ccc(C)cc32)CC1 (centres undefined) the results were EBI2 antag -11, Gli-Sufu block 5, CXCR6 block 11, APJ antagonist -13, Jurkat NFkB inh -19, 697 NFkB inh -3, CCR6 antagonist -3 and UBC13 polyUb 4.
For COC(=O)C1CCN(C(=O)COC(=O)C2CCN(S(=O)(=O)c3ccc4c(c3)OCCO4)CC2)CC1 the results were EBI2 antag -6, Gli-Sufu block 7, CXCR6 block 3, APJ antagonist 16, Jurkat NFkB inh 12, 697 NFkB inh 12, CCR6 antagonist 13 and UBC13 polyUb 7.
`CCn1cc(S(=O)(=O)c2ccc(C)cc2)c(=O)c2cc(OC)ccc21` gave EBI2 antag 6, Gli-Sufu block -2, CXCR6 block 0, APJ antagonist -11, Jurkat NFkB inh -20, 697 NFkB inh 5, CCR6 antagonist 11 and UBC13 polyUb 1.
Screening CCOC(=O)C1(CC2CCCCO2)CCN(S(=O)(=O)c2ccc(C)s2)CC1 (centres undefined) returned EBI2 antag 5, Gli-Sufu block 4, CXCR6 block -2, APJ antagonist 11, Jurkat NFkB inh 6, 697 NFkB inh -6, CCR6 antagonist 9 and UBC13 polyUb -20.

Fetched one by one from the entries so far (5):
For COc1cc(/C=C/C(=O)OCC(=O)N2CCCc3ccccc32)ccc1OCC#N the results were EBI2 antag -11, Gli-Sufu block -3, CXCR6 block 8, APJ antagonist 1, Jurkat NFkB inh -15, 697 NFkB inh 2, CCR6 antagonist 3 and UBC13 polyUb 5.
For O=[N+]([O-])c1cc(/C=N/O)ccc1N1CCCC1 the results were EBI2 antag -1, Gli-Sufu block -7, CXCR6 block 4, APJ antagonist 16, Jurkat NFkB inh -18, 697 NFkB inh -16, CCR6 antagonist 24 and UBC13 polyUb -72.
Cc1cc(O)c(NC(=O)c2ccc(C)c([N+](=O)[O-])c2)cc1C was read as EBI2 antag 0, Gli-Sufu block -20, CXCR6 block 3, APJ antagonist -20, Jurkat NFkB inh -88, 697 NFkB inh -59, CCR6 antagonist 6 and UBC13 polyUb -2.
For CCOC(=O)N1CCC(NC(=O)CN2C(=O)C(CC)Oc3ccc(C)cc32)CC1 (centres undefined) the results were EBI2 antag -11, Gli-Sufu block 5, CXCR6 block 11, APJ antagonist -13, Jurkat NFkB inh -19, 697 NFkB inh -3, CCR6 antagonist -3 and UBC13 polyUb 4.
`CCn1cc(S(=O)(=O)c2ccc(C)cc2)c(=O)c2cc(OC)ccc21` gave EBI2 antag 6, Gli-Sufu block -2, CXCR6 block 0, APJ antagonist -11, Jurkat NFkB inh -20, 697 NFkB inh 5, CCR6 antagonist 11 and UBC13 polyUb 1.

Following part
For COC(=O)c1cc(C(=O)NC(C)(C)CC(C)(C)C)cc([N+](=O)[O-])c1 the results were EBI2 antag 1, Gli-Sufu block -3, CXCR6 block -2, APJ antagonist -21, Jurkat NFkB inh 0, 697 NFkB inh -1, CCR6 antagonist -14 and UBC13 polyUb -2.
O=C(O)Cc1ccc2[nH]c3ccc(CC(=O)O)cc3c2c1 was read as EBI2 antag 8, Gli-Sufu block 2, CXCR6 block 0, APJ antagonist 29, Jurkat NFkB inh -6, 697 NFkB inh -41, CCR6 antagonist 6 and UBC13 polyUb -4.
For CCOc1ccccc1NC(=O)NNS(=O)(=O)c1cc(OC)ccc1OC the results were EBI2 antag 1, Gli-Sufu block 1, CXCR6 block -2, APJ antagonist 21, Jurkat NFkB inh -3, 697 NFkB inh 2, CCR6 antagonist 11 and UBC13 polyUb 2.
O=C(CN1C(=O)NC2(CCOc3ccccc32)C1=O)Nc1cccc(Cl)c1 (centres undefined) was read as EBI2 antag 12, Gli-Sufu block 2, CXCR6 block -6, APJ antagonist -9, Jurkat NFkB inh -15, 697 NFkB inh -18, CCR6 antagonist 0 and UBC13 polyUb 1.
`N#C/C(=C(/O)CN1CCN(c2ccccc2F)CC1)c1nc(-c2ccc(Cl)cc2)cs1` gave EBI2 antag -3, Gli-Sufu block 20, CXCR6 block -2, APJ antagonist 1, Jurkat NFkB inh 2, 697 NFkB inh -5, CCR6 antagonist 11 and UBC13 polyUb -19.
`Brc1cccc(OCCSc2ncccn2)c1` gave EBI2 antag -5, Gli-Sufu block -14, CXCR6 block -1, APJ antagonist 0, Jurkat NFkB inh -11, 697 NFkB inh -15, CCR6 antagonist 0 and UBC13 polyUb -2.
Screening CN(C)c1ccc(/C=N/NC(=O)c2nnn(-c3nonc3N)c2COc2ccc(F)cc2)cc1 returned EBI2 antag -12, Gli-Sufu block -3, CXCR6 block 1, APJ antagonist 9, Jurkat NFkB inh -1, 697 NFkB inh 13, CCR6 antagonist 3 and UBC13 polyUb -10.
`CC(=O)c1cc(-c2ccccc2)n(CCC(=O)NC2CCCCCCC2)c1C` gave EBI2 antag -22, Gli-Sufu block 70*, CXCR6 block 6, APJ antagonist -4, Jurkat NFkB inh 13, 697 NFkB inh 8, CCR6 antagonist 0 and UBC13 polyUb -2.
Screening Cc1cccc(N=N/C(=C\O)C(=O)c2cccs2)c1 returned EBI2 antag -13, Gli-Sufu block -2, CXCR6 block 9, APJ antagonist -8, Jurkat NFkB inh -2, 697 NFkB inh -13, CCR6 antagonist -18 and UBC13 polyUb -10.
`CCOC(=O)CNC(=S)N(Cc1ccccc1)Cc1ccccc1F` gave EBI2 antag 0, Gli-Sufu block 17, CXCR6 block 9, APJ antagonist 12, Jurkat NFkB inh -14, 697 NFkB inh 10, CCR6 antagonist 3 and UBC13 polyUb -14.
Cc1ccc(CNC(=O)C2CC(=O)N(c3ccc(OCC(=O)N4CCCC4)cc3)C2)cc1 (centres undefined) was read as EBI2 antag -1, Gli-Sufu block 24, CXCR6 block -12, APJ antagonist -14, Jurkat NFkB inh -25, 697 NFkB inh -11, CCR6 antagonist -4 and UBC13 polyUb -14.
For Cc1nnc(NC(=O)CCCOc2ccccc2)s1 the results were EBI2 antag -7, Gli-Sufu block 18, CXCR6 block 3, APJ antagonist 16, Jurkat NFkB inh 6, 697 NFkB inh -3, CCR6 antagonist -10 and UBC13 polyUb 6.
